Screening results (PubChem BioAssay)
p53ts 39C tox – p53ts cell cytotoxicity, nonpermissive temperature | Potency, µM (titrated, usually from 46.1 µM), for inactives: top-dose activity change, negative = cell killing, usual class: cytotoxic | H1299-p53A138V viability at 39C, ATP luminescence, 24 h | 130,000 compounds, 1.5% hits; note: nearly all actives have a fitted effect of over 55% in size
p53ts 32C tox – cytotoxicity in p53ts cells at permissive temperature | H1299-p53A138V at 32C, ATP luminescence viability, 24 h | Potency, µM (top dose mostly 46.1 µM), inactives show top-dose activity change, negative = cytotoxicity, actives largely listed as cytotoxic | 130,000 compounds, 0.93% hits;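 note: 0% = DMSO and -100% = full killing by reference compound; nearly all actives have a fitted effect of over 55% in size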
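Cells: H1299 p53ts (A138V), 600/well, pre-incubated 16–30 h at 37C. Cpd up to 46 uM, 24 h, 32C. Readout: ATPlite luminescence, 20 min RT. Normalization: DMSO vs tamoxifen 100 uM. AC50 by Hill equation.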
Imprint erasure – inducers of genomic imprint erasure in mouse ES cells; mouse ES Peg3-LacZ reporter, beta-gal luminescence, 40 h; Potency, µM (highest dose often 60.7 µM), for the others: top-dose activity change, positive = activation, usual class: activators; 110,000 compounds, 0.02% hits; AID 1948;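 note: 0% = negative control wells on the plate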
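Readout: BetaGlo luminescence (5 min, room temp) for LacZ from the normally silent maternal Peg3 allele in female Peg3LacZ-Neo ES cells. Cells 300/well, 40 h, 37C, 5% CO2. Data normalized per plate to negative controls.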
IkB signaling – suppresses IkB signaling in ABC-DLBCL reporter cells. ABC-DLBCL IkBa-CBG/CBR dual luciferase ratio, 4 h; response scale: scaled: untreated 0%, proteasome inhibitor 100%. Potency, µM (top dose mostly 57.1 µM), inactives show at the highest dose IkBa stabilization activation. 110,000 compounds, 0.04% hits; active = well fitted curve in the direction sought with a large enough effect in the signal ratio, not every such curve was filed as active; inconclusive = small, poorly fitted or top-dose-only effect, or a change in a side signal; the % refers to the signal ratio;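 note: the direction sought is a rising ratio; 0% = basal untreated cells and 100% = reference inhibitor full response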
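Luminescence ratio of IκBα-fused green versus native red beetle luciferase in OCI-Ly3 cells, 4 h post-doxycycline with compound; red signal alone, scaled from basal (0%) to zero light (-100%), flagged nonspecific or cytotoxic effects.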
* = called active by the depositor; ? = inconclusive; nt = no result given; & = joins results of further samples; [ ] = another dose, or the depositor's remark. Unless noted, calls come from the whole dose curve; as a rule, active = well fitted curve in the direction sought with a large enough effect; inconclusive = small, poorly fitted or top-dose-only effect, or another doubt; inactive = no such curve, though single readings can be large; an effect the other way counts as inactive or inconclusive. Unless noted, % is set by controls: 0 for no effect and ±100 for the full control effect; potency is the fitted concentration of half-maximal effect. Random draw from the library (roughly 1.7% active in at least one column).

SMILES	p53ts 39C tox	p53ts 32C tox	Imprint erasure	IkB signaling
Cc1cccc(C)c1NC1=NC(C)(C)N=C(N)N1	-1.4%	-2.1%	nt	1.1%
CC(C)Cn1c(N)c(C(=O)COC(=O)c2ccncc2)c(=O)n(C)c1=O	0.0%	7.3%	-9.6%	0.8%
Cc1nc(NCc2ccccc2)c2nc(-c3ccccc3)n(CC3CCN(C)CC3)c2n1	4.5%	2.4%	-8.7%	nt
COc1cccc(N2CCN(C(=O)c3cc4c(s3)-c3ccccc3OC4)CC2)c1	-11.4%	9.9%	11.6%[10.9 µM]	?
Cc1ccc(NC(=O)CSc2nnc(-c3cccnc3)n2-c2ccc(C)cc2)cc1	-19.4%	13.1%	nt	nt
CCN(CC)C(=O)c1sc2c(c1C)c(=O)n(Cc1ccccc1)c(=O)n2CC(=O)Nc1ccc(OC)cc1	28.0%	46.5%[activator]	-6.7%[10.9 µM]	-0.4%
O=C(COc1ccc(F)cc1)Nc1nnc(SCc2cc(=O)n3ccccc3n2)s1	-14.3%	6.8%	-11.7%[10.9 µM]	?
Cc1cccc(NC(=O)C2CCN(S(=O)(=O)c3ccc4c(c3)CCCN4C(=O)C3CCC3)CC2)c1	-16.5%	2.7%	-9.7%[10.9 µM]	?
CN(Cc1ccccc1)Cc1nc2c(c(=O)n(C)c(=O)n2C)n1Cc1ccc(F)cc1	6.6%	7.1%	-3.4%	3.7%
CCCCCCOc1ccc(C(CC(=O)O)C(N)=O)cc1 (configuration not stated)	4.0%	-2.8%	-2.9%	0.3%
COc1cccc(C(=O)N2CCN(c3ncccn3)CC2)c1	-1.7%	-8.1%	-3.0%	-0.9%
CC(=O)c1ccc(O)c(CN(C2CCCCC2)C2CCCCC2)c1O	2.5%[9.22 µM]	2.4%[9.22 µM]	7.8%[10.9 µM]	1.4%[11.4 µM]
O=c1[nH]cnc2c1nc(Cl)n2C1OC(CO)C(O)C1O (configuration not stated)	-1.8%	-0.4%	-10.3%	nt
COc1cccc(C(c2sc3nc(-c4ccco4)nn3c2O)N2CCC3(CC2)OCCO3)c1 (configuration not stated)	1.9%	-10.8%	16.3%[10.9 µM]	-2.3%
Cc1ccc(S(=O)(=O)N[C@@H](C)C(=O)N2CCC(C(=O)N3CCC[C@H]3C(=O)O)CC2)cc1	-4.8%	-1.3%	-0.3%	2.9%
CC(NC(=O)CSc1n[nH]c(-c2ccccc2Cl)n1)c1nc2ccccc2n1C (configuration not stated)	3.0%	2.0%	13.8%[10.9 µM]	-1.7%
O=C1CN(Cc2ccccc2)C(=NCc2ccco2)S1	-9.8%	0.5%	-4.9%	?
O=C(Nc1ccccc1)N(CCCN1CCOCC1)Cc1cc2cc3c(cc2[nH]c1=O)OCCO3	-16.6%	2.0%	-15.0%	-0.2%
CC1=C(/C=C/C(C)=C/C=C/C(C)=C/C=C/C=C(C)/C=C/C=C(C)/C=C/C2=C(C)C(=O)CCC2(C)C)C(C)(C)CCC1=O	22.9%	-0.1%	-8.9%	nt
CC(=O)N1[C@H](C)C=C[C@]1(Cc1ccccc1)C(=O)NCc1ccccn1	9.4%	3.4%	-8.5%	nt
Cc1cc2nc(NC3=NCN(CCCN4CCOCC4)CN3)nc(C)c2cc1C	0.9%	-2.8%	-15.5%	-0.4%
COc1ccc(COn2c(=O)c(C)[n+]([O-])c3ccccc32)cc1OC	7.7%	3.4%	-5.7%	-1.6%
CCc1ccccc1OCCSc1nc(-c2cccs2)nc2cc(=O)[nH]n12	-16.3%	1.5%	11.4%[10.9 µM]	0.2%
COc1cccc(CNc2ccc3c(c2)ncn3C(C)C)c1OC	-25.1%	?	-19.4%	-0.1%
Cc1ccc(S(=O)(=O)NCC2CCC(C(=O)NCCCOC(C)C)CC2)cc1 (configuration not stated)	-12.2%	28.3%	-9.1%[10.9 µM]	-4.2%
COc1cccc(NS(=O)(=O)c2ccc(NC(C)=O)cc2)c1	4.2%	6.2%	-10.6%	3.5%
Cc1nn(-c2ccccc2)c2[nH]c(C(F)(F)F)cc(=O)c12	-2.6%	5.8%	-12.8%	?
CN1CCN(C(=O)c2cnn(-c3ccccc3)c2C2CCN(C(=O)OC(C)(C)C)CC2)CC1	?	-2.3%	1.6%[10.9 µM]	-0.3%
CCOc1ccccc1/C=C/c1onc(C)c1S(=O)(=O)N1CCC(C(=O)N2CCCCC2)CC1	30.6%[activator]	7.0%	-15.8%[10.9 µM]	-1.6%
COc1ccccc1N1CCN(c2nc3ccc(C)cc3n3nnnc23)CC1	-16.3%	3.2%	13.7%[10.9 µM]	1.5%
O=C(O)c1oc2ccccc2c1-n1cccc1	1.1%	-3.5%	nt	?
COc1ccc(NC(=O)c2sc3nc(C)c(C(=O)Nc4ccc(Cl)cc4)c(-c4ccc(Br)cc4)c3c2N)cc1	13.9%	0.0%	-3.6%[10.9 µM]	?
COc1ccccc1OCCOc1ccc(/C=N/n2cnnc2)cc1	-11.0%	-6.5%	-11.7%	1.1%
COc1cccc(Cn2c(Oc3cccc(C)c3)nc3c2c(=O)n(C)c(=O)n3C)c1	1.8%	6.0%	-24.7%	?
COC(=O)c1c(NC(=O)COc2cccc(C(F)(F)F)c2)sc2c1CCCC2	20.3%	5.5%	22.3%[10.9 µM]	3.1%
COc1ccc(C2=NC3(CCCCCC3)N(CC(=O)Nc3ccc(C)c(C)c3)C2=O)cc1	?	6.8%	-9.3%[10.9 µM]	?
Cc1c(C(=O)N2CCc3ccccc3C2)sc2nc(-c3ccccc3)cn12	-12.0%	-2.2%	-13.0%	?
CCOc1cccc2cc(-c3nc4sc5c(c4c(=O)[nH]3)CCC(C(C)(C)C)C5)c(=O)oc12 (configuration not stated)	-10.9%	-6.8%	-3.5%[10.9 µM]	3.0%
C[C@@]12CCC(=O)C=C1CC[C@H]1[C@H]3CC[C@](O)(C(=O)CO)[C@]3(C)CC(=O)[C@@H]12	7.0%[20.6 µM]	-0.4%[20.6 µM]	-9.2%[16.8 µM]	?
Oc1ccccc1CN1CCCN(Cc2ccccc2O)C1	-5.6%	-6.9%	-7.5%	0.0%
CC(C)c1ccc(C(=O)CC2(O)C(=O)N(CCc3ccccc3)c3ccc(Cl)cc32)cc1 (configuration not stated)	15.8µM*	?	-7.9%[10.9 µM]	?
CC(=O)Nc1ccc(-n2cc3c(c2-c2ccc(C)cc2)c(=O)n(C)c(=O)n3C)cc1	15.0%	9.1%	-15.4%[10.9 µM]	-2.0%
FC(F)(F)c1nnc2ccc(N3CCCCCC3)nn12	-6.9%	3.3%	-13.3%	-0.7%
CCOC(=O)C1CCCN(c2c(N3CCN(c4ccccn4)CC3)c(=O)c2=O)C1 (configuration not stated)	-0.5%	7.4%	-4.8%	-3.1%
O=C(NCc1ccc2c(c1)OCO2)C1CCN(S(=O)(=O)c2cccs2)CC1	-1.0%	6.5%	-4.3%	1.7%
Cc1ccc(S(=O)(=O)c2nnn3c2nc(NC2CCCCCC2)c2sccc23)cc1C	4.1%	20.5%	-14.1%[10.9 µM]	0.3%
CCc1ccccc1NC(=O)CSc1nnc(-c2nonc2NC(C)=O)n1C	0.4%	-1.7%	-15.8%[10.9 µM]	1.3%
COc1c(C)cc(S(=O)(=O)NC2CC(C)(C)NC(C)(C)C2)c(C)c1C	18.0%	3.3%	nt	nt
CCn1c(=O)n(CC(=O)N(C)Cc2ccccc2)c(=O)c2ccccc21	6.2%	19.8%	0.7%	?
CN(C)C(=O)Oc1ccc[n+](C)c1	-4.6%&7.8%	3.5%&5.8%	-8.6%&-9.1%	-2.4%
N#CC1=C(N)OC2=C(C(=O)CCC2)C1Cc1ccccc1 (configuration not stated)	15.1%	6.0%	-9.0%	5.3%
Cc1oc(-c2ccccc2)nc1C(=O)Nc1nccs1	-5.9%	-3.5%	0.5%	-1.4%
CC(C)COc1ccccc1C1CC(=O)Nc2cc3c(cc21)OCO3 (configuration not stated)	-19.0%	-3.9%	-22.6%[10.9 µM]	?
COC(=O)CN(c1ccc(OC)cc1)S(=O)(=O)c1ccc(OC)c(OC)c1	-5.9%	-2.5%	-7.0%	-3.3%
Cc1nc(CC(=O)Nc2cccc(C)c2C)cs1	-11.5%	4.5%	-3.5%[10.9 µM]	0.7%
CCOC(=O)C1CCN(c2nc3c(S(=O)(=O)c4ccccc4)nnn3c3ccc(Cl)cc23)CC1	8.9%	15.2%	-11.3%[10.9 µM]	1.1%
Cc1cc(C)c(NC(=O)CSc2nc3ccccc3c3nc(CCn4cncc4C)nn23)c(C)c1	-19.9%	-10.4%	9.4%[10.9 µM]	-1.9%
COc1cc(OC)c(NC(=O)CCc2nc(-c3ccc(C)cc3)no2)cc1Cl	-13.9%	-14.8%	-19.7%	?
COC(=O)[C@@H]1C[C@@]2(O)[C@@H](O)[C@@H](O)[C@@H](O)C[C@H]2N1Cc1ccc(N2CCOCC2)cc1	8.2%	8.6%	14.0%	nt
COc1ccc(Cl)cc1NC(=O)c1ccccc1C	6.5%	0.9%	nt	nt

Pulled by structure from above:
SMILES	p53ts 39C tox	p53ts 32C tox	Imprint erasure	IkB signaling
Cc1ccc(S(=O)(=O)c2nnn3c2nc(NC2CCCCCC2)c2sccc23)cc1C	4.1%	20.5%	-14.1%[10.9 µM]	0.3%
CN(C)C(=O)Oc1ccc[n+](C)c1	-4.6%&7.8%	3.5%&5.8%	-8.6%&-9.1%	-2.4%
COc1ccc(Cl)cc1NC(=O)c1ccccc1C	6.5%	0.9%	nt	nt
COC(=O)CN(c1ccc(OC)cc1)S(=O)(=O)c1ccc(OC)c(OC)c1	-5.9%	-2.5%	-7.0%	-3.3%
COc1c(C)cc(S(=O)(=O)NC2CC(C)(C)NC(C)(C)C2)c(C)c1C	18.0%	3.3%	nt	nt
CCc1ccccc1NC(=O)CSc1nnc(-c2nonc2NC(C)=O)n1C	0.4%	-1.7%	-15.8%[10.9 µM]	1.3%

Later entries.
SMILES	p53ts 39C tox	p53ts 32C tox	Imprint erasure	IkB signaling
CN(c1ccc(C(=O)N2CCN(c3ccc(F)cc3)CC2)cc1)S(C)(=O)=O	-0.4%	4.6%	-16.4%	5.9%
O=C(c1c[nH]c2ccc(S(=O)(=O)Nc3ccccc3F)cc2c1=O)N1CCCCCC1	30.0%	4.9%	3.9%[10.9 µM]	-2.9%
COc1cccc(-c2csc3nc[nH]c(=O)c23)c1	-0.5%	2.6%	-14.8%	-3.2%
C=C(Br)Cn1c(CCC)nc2ccccc21	12.2%	2.8%	-11.8%	1.2%
C=CCSc1nc(O)c(CC)c(=O)n1C(C)CC (configuration not stated)	9.8%	3.3%	3.9%	0.9%
COc1ccc(CNS(=O)(=O)c2cc3c(cc2Cl)NC(=O)CO3)cc1	-2.8%	1.4%	-11.6%[10.9 µM]	?
COc1ccc(OC)c(-n2nnc(-c3nc(-c4ccc5c(c4)OCO5)no3)c2C)c1	39.0%[activator]	1.5%	10.6%[10.9 µM]	-0.4%
NS(=O)(=O)c1cc(Cl)c(Cl)c(S(N)(=O)=O)c1	0.0%[20.6 µM]	-6.1%[20.6 µM]	-6.2%[16.8 µM]	-0.9%[25.6 µM]
O=C(CS(=O)(=O)Cc1ccccc1)N1CCN(Cc2ccc3c(c2)OCO3)CC1	12.6µM*	12.6µM*	-63.8%[inhibitor]	8.6%
CSc1oc(-c2ccccc2)nc1S(=O)(=O)c1ccc(F)cc1	9.2%	9.5%	-17.3%	-1.5%
NC(N)=S	2.6%	-7.6%[1.84 µM]	4.1%	-0.2%
Cc1ccc(S(=O)(=O)c2cn(CC(=O)Nc3cccc(Cl)c3)c3ccccc3c2=O)cc1	-10.0%	14.9%	-14.1%[10.9 µM]	?
COc1ccc(-n2c(=O)c(-c3cccs3)nc3cnc(Nc4ccccc4)nc32)cc1	-5.1%	-20.2%	11.4%	-1.1%[11.4 µM]
Cc1cc(C)n(-c2nc(NCCCO)c3c4c(sc3n2)CCCC4)n1	-8.6%	-7.6%	-15.9%	-4.3%
O=c1[nH]c(SCc2ccccc2Cl)nc2c1CCC2	10.8%	-9.9%	-10.3%	-3.4%
Cc1cc(Nc2ccc(F)cc2F)n2ncnc2n1	13.1%	4.3%	-4.1%	1.6%
